Compound activity as filed in PubChem BioAssay.
rCAG RNA binder = molecules binding r(CAG) RNA repeats | r(CAG) RNA repeat, TO-PRO-1 dye displacement fluorescence | inhibition, % at 3 µM | 370,000 compounds, 1.3% hits;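 active = inhibition above the plate cutoff, the mean of all test compounds on that plate plus 3 SD, cut at about 35% in these data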;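 note: 0% = DMSO alone and 100% = 100 µM mitoxantrone as full dye displacement; higher means more dye released from RNA so lower well fluorescence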
PG9 binder = PG9 antibody binding by small molecule; 360,000 compounds, 0.43% hits; TR-FRET gp120-PG9 antibody binding; inhibition, % at 6.7 µM; in the data active = inhibition above about 8.5%
PRMT1 FP inh = inhibitors of human PRMT1. Q99873. recombinant PRMT1, activity-based probe fluorescence polarization. inhibition, % at 2.79 µM. 370,000 compounds, 1.3% hits. AID 652257;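 active = inhibition above about 21% made by adding two undisclosed values, limit read from the data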
Target sequence (Q99873 whole entry, looked up): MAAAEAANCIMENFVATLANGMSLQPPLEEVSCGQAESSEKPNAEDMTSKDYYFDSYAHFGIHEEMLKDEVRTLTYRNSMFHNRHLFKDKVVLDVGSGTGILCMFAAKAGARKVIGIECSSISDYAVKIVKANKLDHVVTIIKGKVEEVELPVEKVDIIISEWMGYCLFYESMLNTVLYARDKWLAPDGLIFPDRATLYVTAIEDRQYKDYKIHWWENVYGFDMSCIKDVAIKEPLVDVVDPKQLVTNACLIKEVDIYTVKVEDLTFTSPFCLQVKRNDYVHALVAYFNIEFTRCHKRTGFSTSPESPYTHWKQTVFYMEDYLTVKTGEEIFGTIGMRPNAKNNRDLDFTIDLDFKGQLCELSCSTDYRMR
ABHD4 inh = ABHD4 (mouse) inhibition, primary FP screen; AID 720543; purified mABHD4, FP-Rh probe fluorescence polarization; inhibition, % at 8.92 µM; 370,000 compounds, 0.54% hits;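 active = inhibition exceeding the mean over every tested compound plus 3 SD, cut at about 30% in these data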;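 note: 0% = plate median of compound wells and 100% = S159A mutant with DMSO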
Target sequence (Q8VD66 whole entry, looked up): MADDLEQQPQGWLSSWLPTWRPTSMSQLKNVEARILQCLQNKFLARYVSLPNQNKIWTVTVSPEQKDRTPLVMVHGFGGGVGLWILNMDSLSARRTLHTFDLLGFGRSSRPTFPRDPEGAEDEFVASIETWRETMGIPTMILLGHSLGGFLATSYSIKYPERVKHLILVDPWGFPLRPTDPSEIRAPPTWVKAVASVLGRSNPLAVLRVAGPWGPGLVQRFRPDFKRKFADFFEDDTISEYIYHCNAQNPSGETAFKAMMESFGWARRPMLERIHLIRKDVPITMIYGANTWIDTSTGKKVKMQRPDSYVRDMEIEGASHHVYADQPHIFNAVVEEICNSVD
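Assay system: mABHD4 protein; medium: HEPES pH 7.0, NaCl, Pluronic buffer; dosing: 8.92 µM, single dose; schedule: 45 min + 60 min at 25 °C; signal: FP readout, ex 525 nm / em 598 nm; read-out: normalized percent inhibition of probe labeling; repeats: single replicate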
SIAE primary = inhibitors of human sialic acid acetylesterase SIAE | inhibition, % at 9.66 µM | SIAE FP-Rh probe binding, fluorescence polarization | 370,000 compounds, 0.69% hits | Q9HAT2;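 active = inhibition above a cutoff: mean of compounds within the control limits plus 3 SD of those, cut at about 17% in these data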;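 note: 0% = plate median of compound wells and 100% = probe without SIAE protein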
NR1D1 modulator = Rev-erb alpha (human) modulation | P20393 | Rev-erbα–FITC-DNA binding, fluorescence polarization, 90 min | activity, % at 10 µM | 370,000 compounds, 0.79% hits | AID 1259318;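 active = activity above about 14%, limit read from the data; passing the limit was not always enough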;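 note: 0% = DMSO wells with 35 nM protein and 100% = DMSO wells with 750 nM protein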
LEDGF integ inh = blocks HIV-1 LEDGF/p75-dependent DNA integration. TR-FRET IN-LEDGF/p75 DNA integration, Eu/Cy5. inhibition, % at 3.7 µM. 370,000 compounds, 0.64% hits. AID 743269;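 active = inhibition above the screen-wide mean plus 3 SD, cut at about 13% in these data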;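 note: signal is the Cy5 over europium emission ratio at 671 and 618 nm; 0% = plate median of compound wells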
TDP2 inh = TDP2 (human) inhibition, absorbance primary screen; O95551; recombinant TDP2, T5PNP hydrolysis, p-nitrophenol absorbance 415 nm; inhibition, % at 12.8 µM; 370,000 compounds, 0.34% hits;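 active = inhibition above the mean of all tested compounds plus 3 SD, set per campaign, cut at about 25% in these data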;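 note: 0% = DMSO with enzyme and 100% = buffer with substrate but no TDP2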
Target sequence (O95551 whole entry, looked up): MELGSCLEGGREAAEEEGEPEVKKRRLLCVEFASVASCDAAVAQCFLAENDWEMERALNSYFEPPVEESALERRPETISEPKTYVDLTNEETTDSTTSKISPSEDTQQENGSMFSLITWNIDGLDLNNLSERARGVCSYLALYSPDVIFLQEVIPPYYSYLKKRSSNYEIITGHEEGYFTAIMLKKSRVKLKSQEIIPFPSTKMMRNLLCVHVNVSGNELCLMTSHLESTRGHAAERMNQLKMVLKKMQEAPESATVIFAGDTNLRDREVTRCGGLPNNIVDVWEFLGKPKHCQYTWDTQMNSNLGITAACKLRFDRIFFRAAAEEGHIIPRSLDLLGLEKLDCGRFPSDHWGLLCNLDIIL
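Evaluation: % inhibition relative to enzyme-containing and enzyme-free wells. Material: recombinant human TDP2. Benchmarks: enzyme-free and DMSO wells. Timing: enzyme reaction with compound for 2 h at 37 °C. Compound dosing: 12.8 µM only. Measured by: p-Nitrophenol epi absorbance. Reagent: T5PNP substrate at 5 mM, a TopII-DNA adduct mimic. Replication: single well per compound.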
HTRA1 inh = inhibitors of human serine peptidase HTRA1; Q92743; recombinant HTRA1, FP-rhodamine activity-based probe, fluorescence polarization; inhibition, % at 5.96 µM; 340,000 compounds, 0.5% hits; AID 504803; in the data active = inhibition above about 36%;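 note: 0% = enzyme with DMSO and 100% = wells lacking enzyme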
TCR CD3 inh = inhibitors of human TCR-CD3 interaction | 360,000 compounds, 0.37% hits | inhibition, % at 9.4 µM | TAMRA-labeled TCR probe fluorescence, biochemical; in the data active = inhibition above about 19%;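 note: recombinant mutant TCR 2C K166C tagged with TAMRA read by polarization; 0% = receptor in buffer alone and 100% = receptor with positive control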
An asterisk follows results filed as active; x = not tested or not shown.

Screens in order: rCAG RNA binder, PG9 binder, PRMT1 FP inh, ABHD4 inh, SIAE primary, NR1D1 modulator, LEDGF integ inh, TDP2 inh, HTRA1 inh, TCR CD3 inh
[1] CCOC(=O)C(C)/C(C)=N/NC(=O)c1cc2ccccc2cc1O (stereo unspecified)
    43.7*, 0.1, -1.4, 17.8, 14.4, -0.2, 1.6, 8.1, 42.7*, 0.9
[2] O=C(Nc1nnc(COc2ccc(Cl)cc2)s1)c1cccs1
    2.4, -3.0, -1.6, -8.4, 1.3, 2.8, 0.8, 6.9, 4.9, 7.8
[3] O=C(O)c1cc(S(=O)(=O)N2CCCCCC2)c(Cl)cc1Cl
    1.6, -0.1, -2.2, -3.8, -4.0, -1.0, 2.5, 11.7, -2.4, -6.0
[4] CN(C)C(=S)Nn1c(-c2ccccc2)nc2ccccc2c1=O
    3.2, -0.7, 2.8, -4.7, 1.0, 3.7, -3.7, -0.6, 2.1, -4.0
[5] CCCn1c(CN2CCN(C(=O)OCC)CC2)nc2cc(NC(=O)CC)ccc21
    -7.0, -0.5, 0.2, -3.9, 2.4, -5.8, -3.2, 1.2, 2.0, 3.2
[6] O=C(Nc1cnn(Cc2ccc(F)cc2)c1)c1cc(-c2ccco2)on1
    0.6, 0.5, 1.4, -4.9, -5.1, -0.5, -1.2, -14.4, -5.7, 0.2
[7] Cc1ccc2oc(=O)c3cc(C(=O)NCCCN4CC(C)CC(C)C4)sc3c2c1 (stereo unspecified)
    12.2, -0.9, -1.2, 1.9, -3.8, -1.7, -1.4, 8.0, -7.1, 0.3
[8] CCS(=O)(=O)N1CCN(C(=O)c2ccco2)CC1
    0.7, -0.9, 0.7, 6.1, 5.1, -2.0, -2.4, 9.9, 9.4, 1.6
[9] O=C(C[C@H]1C(=O)N(c2ccc(F)c(F)c2)C[C@@H]1Cc1ccccc1)Nc1ccccc1
    6.9, -1.5, 4.5, -39.2, -11.4, 3.4, -2.9, -7.8, -47.7, -4.2
[10] CCc1cc[n+](/C(C(=S)Nc2cccc(C)c2)=C(/[O-])c2ccc(C)c([N+](=O)[O-])c2)cc1
    5.0, -2.0, -1.5, -2.7, -3.4, -6.8, -3.3, -4.9, -7.3, 1.8
[11] CCCCC(=O)N(C)c1c(CC)nc2c(OCCOc3ccccc3)cccn12
    -3.6, -1.1, 1.7, -0.7, 10.6, -6.5, 0.7, 2.8, x, 5.2
[12] CCc1ccc(N2CC(C(=O)NC3=NCCS3)CC2=O)cc1 (stereo unspecified)
    -0.2, 1.9, 1.5, -3.9, -2.3, -2.8, 0.8, -3.0, -0.9, -6.1
[13] CCCCCCCNC(=O)C1(CC2CC(c3ccc(Cl)cc3)=NO2)CCN(C(=O)c2ccccc2)CC1 (stereo unspecified)
    1.9, 0.7, -3.3, 9.2, 3.2, -5.1, -1.1, 6.7, -6.0, -2.7
[14] CCCCn1cnc2c1c(=O)[nH]c(=O)n2CCCC
    -3.0, -1.2, -1.3, -1.6, 13.1, 2.7, 0.8, 2.2, 5.3, 5.8
[15] O=C(Cc1ccccc1Cl)N1CCOCC1
    0.1, -2.4, -3.5, 1.4, 1.4, -0.3, -1.0, 13.5, -1.2, 13.7
[16] Cc1nc(Cc2nnc(SCC(=O)N3c4ccccc4NC(=O)C3(C)C)o2)cs1
    6.0, -0.4, -1.2, 5.5, 3.0, -1.1, 0.6, 12.3, 2.8, 5.6
[17] CC1CC(N(C(=O)c2ccc(Cl)cc2)c2ccccc2)c2ccccc2N1C(=O)c1ccco1 (stereo unspecified)
    -0.5, 0.9, 3.3, -15.4, -1.7, -0.6, 1.9, -6.4, -51.1, -6.2
[18] Cc1nc(Cl)sc1C(=O)Nc1ccc(Cl)cc1
    -1.9, 2.0, -1.6, -15.8, -0.3, 6.0, 5.7, -6.8, -6.8, -9.7
[19] CCOC(=O)N1CCN(C(=O)c2cc3cc(Cl)ccc3[nH]2)CC1
    -1.2, 1.3, 3.1, 3.0, -12.1, 1.1, -0.2, 5.9, -3.9, -1.4
[20] CCCC(O)(c1ccc(OC)cc1)C(CN1CCOCC1)c1ccc(Cl)cc1 (stereo unspecified)
    -4.5, -0.6, 0.5, -3.8, 4.5, -2.3, 5.8, -9.2, -10.4, -8.8
[21] COc1ccc2c(Cl)c(C(=O)N/N=C/c3c(C)[nH]c4ccccc34)sc2c1
    27.6, -0.9, -1.4, 7.4, 23.3*, 4.8, -6.1, 0.4, 0.0, -8.1
[22] COc1ccc(C(=O)COc2nc(C)cc(C)c2C#N)cc1
    -1.4, 0.0, -1.3, 0.2, -1.8, -2.6, 1.6, -9.2, -8.2, 1.3
[23] Cc1ccccc1C(=O)Nc1ccccc1C(=O)N1CCC(C)CC1
    -0.4, 0.2, 5.0, 3.6, 15.8, -6.5, -3.1, -4.8, -3.1, -3.9
[24] C=CCC[C@H](Cc1ccc(F)cc1)C(=O)OC[C@H](Cc1c[nH]c2ccccc12)NC(=O)[C@@H](CC=C)CC(=O)N(CCO)Cc1ccccc1
    11.5, -0.7, 2.7, -39.1, -1.5, 6.7, -2.3, -15.5, -42.7, -4.4
[25] O=C(C(Cl)c1ccccc1)N1CCCC1 (stereo unspecified)
    -0.1, -1.7, 1.7, 4.0, 1.6, 3.1, -4.0, -11.3, 7.2, 5.9
[26] COc1ccc2[nH]c(C(=O)Nc3ccccc3Cl)cc2c1
    2.9, 3.5, 0.1, -4.6, 1.7, 49.3*, 0.4, 2.5, x, 2.7
[27] CCC(C(=O)NC(C)(C)C)N(C(=O)Cn1nnc(-c2ccccc2F)n1)c1cnc2ccccc2c1 (stereo unspecified)
    -1.3, 0.2, -0.3, 0.7, 6.6, -1.0, -1.9, -5.9, 4.5, 3.2
[28] CCOC(=O)c1c(-c2ccccc2)oc2ccc(OCC(=O)NN)cc12
    6.2, -1.1, -1.1, -8.4, -12.1, -3.8, 0.3, -4.1, -55.8, 7.6
[29] CCCCn1c(Nc2ccc(OC)cc2)nc2ccccc21
    -2.6, -3.3, -3.0, -3.9, 13.0, 5.9, 5.0, -7.1, 2.4, -3.0
[30] CC(C)CNC(=O)C1(C)CCN1C(=O)c1ccc(C(C)(C)C)cc1 (stereo unspecified)
    -2.8, -2.2, -0.6, -3.9, 3.2, -1.7, 0.1, 0.7, x, 2.7

From compound 9 up to 10, copied from above:
Screens in order: rCAG RNA binder, PG9 binder, PRMT1 FP inh, ABHD4 inh, SIAE primary, NR1D1 modulator, LEDGF integ inh, TDP2 inh, HTRA1 inh, TCR CD3 inh
[9] O=C(C[C@H]1C(=O)N(c2ccc(F)c(F)c2)C[C@@H]1Cc1ccccc1)Nc1ccccc1
    6.9, -1.5, 4.5, -39.2, -11.4, 3.4, -2.9, -7.8, -47.7, -4.2
[10] CCc1cc[n+](/C(C(=S)Nc2cccc(C)c2)=C(/[O-])c2ccc(C)c([N+](=O)[O-])c2)cc1
    5.0, -2.0, -1.5, -2.7, -3.4, -6.8, -3.3, -4.9, -7.3, 1.8

(continued)
Screens in order: rCAG RNA binder, PG9 binder, PRMT1 FP inh, ABHD4 inh, SIAE primary, NR1D1 modulator, LEDGF integ inh, TDP2 inh, HTRA1 inh, TCR CD3 inh
[31] CC12COC3(C(=O)Nc4cccnc4)CC1CCC32C (stereo unspecified)
    -6.5, 1.9, -1.7, 0.5, 8.6, 4.3, 3.0, 1.0, 0.9, -5.7
[32] COc1ccc(CN2C(=O)CN(S(C)(=O)=O)CC2(C)C(=O)NC(C)C)cc1 (stereo unspecified)
    1.8, -0.7, 4.8, 2.0, 0.1, 3.2, -3.1, 6.1, x, -4.9
[33] CC(C)CCN1CCC(n2nccc2NC(=O)c2ccc3c(c2)OCO3)CC1
    -5.2, -3.1, 1.7, -0.2, -3.4, 7.5, -1.9, 12.2, -0.2, 1.9
[34] CCN(c1ccccc1)S(=O)(=O)c1ccc(OC)c(NC(=O)CN(C)C)c1
    -9.0, -1.2, 1.9, 7.1, 1.0, 3.4, -9.0, 8.9, -4.6, -0.1
[35] Cc1ccc(N2C(=N)/C(=C3/Nc4ccccc4S3)C(c3ccccc3)C2=O)cc1 (stereo unspecified)
    5.3, -0.4, 6.2, 2.9, -4.1, -9.3, -2.9, 3.7, -7.6, 0.8
[36] COc1cc(/C=N/N2C(=O)C3C4C=CC(CC4)C3C2=O)ccc1O (stereo unspecified)
    1.6, -1.8, 1.3, 7.2, 5.5, 0.5, -1.6, 8.8, x, 4.0
[37] CCN(CC)Cc1c(O)ccc2occ(C(=O)c3ccc(OC)cc3)c12
    2.8, -1.6, -0.2, 2.1, 3.0, -3.0, 1.3, 2.2, 0.2, 0.0
[38] O=C(Nc1nncs1)c1ccc(Br)c(S(=O)(=O)N2CCCC2)c1
    9.9, 1.2, 2.3, 7.0, -7.2, -5.0, 2.8, 2.1, 5.1, 9.2
[39] CC(OC(=O)CC1Sc2ccccc2NC1=O)C(=O)N(C)Cc1ccccc1 (stereo unspecified)
    -3.8, 0.0, 3.9, -2.7, 0.1, -0.7, 3.0, -6.8, -2.3, 1.5
[40] CCCCNC(=O)CC(NS(=O)(=O)c1ccc(C)cc1)c1ccco1 (stereo unspecified)
    0.0, -1.2, 0.8, -5.0, -5.2, -4.0, -0.3, 5.5, 3.2, -5.8
[41] O=C1NC[C@H](Cc2ccccc2)N(C[C@@H]2CCCN2C[C@H](Cc2ccccc2)N2C[C@H](Cc3ccccc3)N(CC3CCCCC3)C(=O)C2=O)C1=O
    10.7, 0.5, 2.0, -0.4, 2.1, -6.8, -10.1, -8.3, x, -4.8
[42] Cc1ccc(NC(=O)C2=CCN(S(=O)(=O)c3ccc(F)cc3)CC2)c(C)c1
    0.5, -1.2, 4.8, 1.8, 5.5, -1.5, -0.5, -2.2, 1.1, -2.5
[43] O=C(CNC(=O)c1n[nH]c2ccccc12)Nc1ccc(F)c(F)c1F
    2.0, 7.0, -0.8, -6.8, -1.6, 2.4, -3.3, 3.0, -8.3, 3.9
[44] Cc1cccc(/C=C2/SC(=O)N(Cc3ccccc3Cl)C2=O)n1
    6.5, 1.4, -4.0, -3.9, -6.0, -2.8, 0.9, -13.2, -7.2, -0.7
[45] COC(=O)c1cccc(NC(=S)Nc2cc(Cl)ccc2OC)c1
    2.6, 0.7, 3.1, 0.9, -7.9, 11.5, -3.1, 1.0, -8.4, 0.7
[46] COc1ccc(S(=O)(=O)N(CC(=O)Nc2ccc3c(c2)OCO3)c2ccccc2OC)cc1
    4.9, 0.7, 0.0, -8.8, 2.7, 1.9, -1.7, 3.9, -1.0, 1.4
[47] CCOC(=O)Nc1ccc2c(CN3CCC(C(=O)OC)CC3)cc(=O)oc2c1
    -0.8, -0.1, 0.9, -7.8, 7.6, 4.4, 9.5, -9.4, -9.0, -0.4

Some of the compounds tested, so the mix of outcomes need not match the whole.
